M. tuberculosis HTS: M. tuberculosis growth inhibition, HTS (AID 449762); M. tuberculosis H37Rv growth inhibition, 7H9 media; higher % means a stronger effect; inhibition, % at 25 µM; hits with a dose series show IC50 in µM; 0.59% of 330,000 active; in the data active means a potency from the dose series; inconclusive means inhibition above about 70% without an active follow-up result;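 further: bacterial growth assessed after seven days of incubation; strong numbers were not always called active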
influenza NS1A: H1N1 influenza NS1A inhibitors, functional cell based assay (AID 504329) | NS1A functional cell-based assay, percent inhibition; higher % means a stronger effect | inhibition, % at 12.5 µM, or IC50 in µM where a hit was titrated | 0.3% of 340,000 active; in the data active means a potency from the dose series; inconclusive means inhibition above about 27% without an active follow-up result; further: strong numbers were not always called active
Salmonella PhoP GFP: PhoP regulon inhibitors, Salmonella typhi PhoP promoter GFP reporter, confirmatory (AID 1850). inhibition, % at 50 µM, or IC50 in µM where a hit was titrated. Salmonella Typhi PhoP-promoter GFP reporter, fluorescence, 4 h; higher % means a stronger effect. 0.33% of 310,000 active; in the data active means a potency from the dose series; inconclusive means inhibition mostly from about 25% at the one dose, without a potency; inactive means the rest, 99 in 100 with inhibition below about 19%;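 further: 0% = induced wells with vehicle and 100% = uninduced wells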
inhibitors of VEEV: inhibitors of VEEV TC-83 cytopathic effect, confirmation, Vero cells (AID 588727) | Vero cells, VEEV TC-83 cytopathic effect inhibition; higher % means a stronger effect | inhibition, % at 20 µM; hits with a dose series show IC50 in µM | 0.13% of 350,000 active; in the data active means a potency from the dose series; inconclusive means inhibition mostly from about 14% at the one dose, without a potency; inactive means the rest, 99 in 100 with inhibition below about 12%; further: strong numbers were not always called active
tuberculosis growth: growth inhibition of non-replicating M. tuberculosis (AID 488890); 0.39% of 320,000 active; inhibition, % at 25 µM; hits with a dose series show IC50 in µM; Mycobacterium tuberculosis non-replicating, growth inhibition; higher % means a stronger effect; in the data active means a potency from the dose series; inconclusive means inhibition mostly from about 82% at the one dose, without a potency; inactive means the rest, 99 in 100 with inhibition below about 76%;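 further: plate controls were DMSO cells for no effect and high antibiotic wells for full effect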
inhibitors of VEEV 10K pilot screen: further read-out of inhibitors of VEEV, marked with its call; inhibition, %; measured here: 10K pilot screen inhibition
* marks the source's active call; other numbers are inactive results; i = inactive; ? = inconclusive; · = not tested or not shown; & = joins results of further samples.

SMILES	M. tuberculosis HTS	influenza NS1A	Salmonella PhoP GFP	inhibitors of VEEV	tuberculosis growth	others
O=C(O)Cn1c(=O)c2c(c3ccccc31)CCC2	-11%	-11%	-5%	0.3%	-1%
CCC(C)NC(=O)c1cc(OC)c(OC)c(OC)c1 (stereo not drawn)	4%	1%	-13%	0.6%	14%
Cc1ccc(-c2noc(CCC(=O)NCCN3CCN(Cc4ccccc4)CC3)n2)cc1	-1%	-16%	11%	i	19%
COc1ccc(NC(=O)CSc2ccc3c(c2)OCCO3)cc1S(N)(=O)=O	-7%	3%	·	0.3%	9%
COC(=O)[C@@H]1C[C@H]2CC[C@H](O)C[C@H]2N1Cc1ccc(-c2ccccc2)cc1	-6%	-3%	-5%	0.3%	1%	inhibitors of VEEV 10K pilot screen=0.2
Cc1cc(C)c2c(N)c(C(=O)c3ccccc3Cl)sc2n1	-6%	-4%	-6%	8.2%	-2%
Cc1ccc2cc3cc(C(=O)N4CCC5(CC4)OCCO5)oc3nc2c1	-2%	21%	7%	1.0%	-2%
CCc1cc(Cn2nc(-c3ccccc3)cc2C(=O)NCc2cccc(C(F)(F)F)c2)on1	-2%	10%	-3%	i	-6%	inhibitors of VEEV 10K pilot screen=0.8
CCOC(=O)c1c(NC(=O)C(=O)N/N=C/c2ccccc2O)sc2c1CCCCC2	-8%	13%	-3%	11%	-26%
Cc1noc(NS(=O)(=O)c2ccc(N/C=C\C(=O)c3ccc(F)cc3)cc2)c1C	59%	·	1%	2.0%	65%
C=CCn1c(SCC)nc(O)cc1=O	11%	-6%	-16%	1.3%	?
Cc1cc(C=C2C(=O)NC(=O)NC2=O)c(C)n1-c1ccncc1	4%	7%	-6%	1.4%	0%
Cc1cc(=O)c2c(O)c(O)ccc2o1	-5%	-3%	4%	i	3%
CCCn1c2ccccc2c2cnn(CC(=O)NCCN(C)C)c(=O)c21	6%	-22%	8%	i	7%
COc1ccc(C(CNC(=O)c2ccc3c(c2)C(=O)N(CCC(C)C)C3=O)N2CCOCC2)cc1 (stereo not drawn)	-9%	10%	-8%&-5%	0.3%	11%
CC1CCc2c(sc(NC(=O)CCC(=O)O)c2C(=O)NC2CC2)C1 (stereo not drawn)	-3%	-7%	-15%	2.3%	31%
O=C(CC1SC(=Nc2ccc(OC(F)F)cc2)N(CCN2CCOCC2)C1=O)Nc1ccc(F)cc1F (stereo not drawn)	4%	0%	-1%	3.3%	7%
CCn1cc(C(=O)NCc2ccco2)c(=O)c2cc(S(=O)(=O)N3CCC(C)CC3)ccc21	-9%	5%	-5%	2.8%	14%
COc1ccc(CNC(=O)COC(=O)c2c[nH]c(=O)[nH]c2=O)cc1OC	-9%	7%	-1%	1.2%	-6%	inhibitors of VEEV 10K pilot screen=0.4
CCC1CCCCN1C(=O)CSc1nnc(-c2ccc(Cl)s2)o1 (stereo not drawn)	24%	-8%	-3%	0.6%	?
Cc1cc(C)nc(N2CCC(C(=O)NCCc3ccc(F)cc3)CC2)n1	-8%	3%	-9%	i	1%
CC(C)(C)OC(=O)N(Cc1ccccc1)Cc1ccccc1OCc1cccc(NC(=O)C2CCC2)c1	·	-32%	·	i	·
CS(=O)(=O)N1CCC(C(=O)N2CCN(c3ccccc3)CC2)CC1	-8%	·	6%	0.7%	-2%
Cc1ccc2cc(CN(CC3CCCO3)S(=O)(=O)c3ccccc3)c3nnnn3c2c1 (stereo not drawn)	-7%	-11%	-5%	i	2%
Cc1cc(C)nc(NS(=O)(=O)c2ccc(N3Cc4ccccc4C3=O)cc2)n1	-4%	4%	-1%	0.5%	4%
CC1CCN(CC(O)COc2ccc(F)cc2)CC1 (stereo not drawn)	2%	-1%	2%	1.6%	·
COc1cccc2c1Oc1ncccc1N(C(=O)CCC(=O)NCc1ccc(F)cc1)C2	-9%	8%	0%	0.6%	-3%
C/C(=N\NC(=O)c1ccc(Cn2cc([N+](=O)[O-])cn2)o1)c1cccc(NC(=O)C(C)C)c1	16%	-8%	0%	1.1%	12%
O=C(Cn1cc(COc2c(F)c(F)cc(F)c2F)nn1)c1ccc(O)cc1	·	-4%	·	i	·
Cc1ccc(NC(=O)CCNC(=O)c2ccc([N+](=O)[O-])cc2)cc1S(=O)(=O)N1CCOCC1	-7%	2%	·	1.3%	3%
O=C(NC(CSSCC(NC(=O)c1ccccc1)C(=O)O)C(=O)O)c1ccccc1 (stereo not drawn)	-9%	-2%	11%	2.3%	-8%
COc1ccccc1OCC(=O)NNC(=O)Nc1ccc(Cl)cc1	-1%	5%	-3%	7.9%	-9%
N=C(N)SCC1=CCS(=O)(=O)C1	2%	4%	-12%	i	-3%
COc1ccc(NC(=O)CN(C)C(=O)CNC(=O)c2ccc3ccccc3c2)cc1	·	-1%	·	1.4%	·
CC1=CC(=O)C=C(C)C1=NOc1ccccc1[N+](=O)[O-]	16%	11%	3%	1.0%	?
O=C(Nc1cccnc1)c1cc(F)cc(F)c1	-3%	-8%	3%	0.2%	-3%
O=C(CSc1nc(-c2ccco2)cc(C(F)(F)F)n1)Nc1ccc2c(c1)CCC2	-2%	-8%	-8%	0.0%	-8%
C/C=C/C(=O)OCC(=O)Nc1cc(OC)c([N+](=O)[O-])cc1C	-8%	1%	4%	1.5%	-8%
COc1cccc(-n2nc(-c3ccnn3-c3ccccc3)c(=O)n(C)c2=O)c1	9%	-30%	13%	6.9%	-2%
Cc1ccc(CCN2C(=O)CCC2(C)C(=O)NCc2cccnc2)cc1 (stereo not drawn)	9%	3%	-2%	i	13%
Oc1ccc(NC(=S)N=Nc2c(O)[nH]c3ccc(Br)cc23)cc1	·	6%	·	5.8%	·
Nc1nnc(SCC(=O)Nc2ccc(N3CCOCC3)c(Cl)c2)s1	0%	11%	-5%	1.1%	-3%
COc1ccc(N(CC(=O)Nc2cc(OC)ccc2OC)S(C)(=O)=O)cc1	7%	-2%	0%	6.1%	8%
COc1ccc(S(=O)(=O)Nc2cccc(N(C)S(C)(=O)=O)c2)cc1C	0%	5%	3%	0.6%	9%
Cc1ccc(-n2c(C3CC3c3ccc(Cl)cc3)n[nH]c2=S)cc1 (stereo not drawn)	-6%	-1%	-4%	1.7%	-14%
O=C(N/N=C/c1cccc(F)c1)NC1CCCCC1	5%	-6%	6%	5.6%	31%
COc1ccc(OC)c(NC(=O)COC(=O)/C=C/c2ccco2)c1	16%	1%	·	1.6%	63%
CCN(CC)Cc1c(C(=O)N/N=C/c2cccc(OCc3ccc(F)cc3)c2)nnn1-c1nonc1N	14%	2%	-4%	4.8%	41%
OCCN1CCN(CC(O)C(F)(F)F)CC1 (stereo not drawn)	0%	-7%	8%	0.8%	13%
O=C(N/N=C/c1ccc([N+](=O)[O-])o1)c1cc(-c2cccc(Br)c2)nc2ccccc12	?	6%	-7%	9.3%	0%
O=C(/C=C/c1cccs1)c1ccc(N2CCOCC2)cc1	-1%	2%	13%	0.7%	60%
Cn1cc(CN2CCC(Oc3ccc(C(=O)N4CCCCC4)cc3)CC2)cn1	-3%	2%	-1%	0.9%	-5%
O=C(CN1CCC(C(=O)c2cccc(F)c2)CC1)NCc1cccs1	1%	7%	2%	i	-9%
Cc1ccc(S(C)(=O)=O)cc1C(=O)Nc1cccc(S(=O)(=O)N2CCCCCC2)c1	4%	-1%	·	2.1%	6%
Cc1ccc(NC(=O)CN2c3cccc4cccc(c34)S2(=O)=O)cc1	-9%	-4%	·	6.6%	6%
COc1cccc(NC(=O)CSc2nncn2-c2ccccn2)c1	-2%	-2%	30%	2.4%	11%
CCOC(=O)c1c(NC(=O)CCC(=O)O)sc2c1CC(C)(C)OC2	-2%	4%	0%	1.3%	-14%
O=C(Nc1ccccn1)C12CC3CC(C1)CC(C(=O)Nc1ccccn1)(C3)C2	-1%	6%	-4%	9.1%	-9%
O=C(O)CCCn1cc(NC(=O)COc2ccc([N+](=O)[O-])cc2)cn1	-3%	-9%	3%	2.9%	-7%
O=C1NC[C@@H](Cc2ccc(O)cc2)N(CCc2cccc3ccccc23)C1=O	-6%	-5%	-4%	0.5%	22%

The list goes on, overlapping the part above by two compounds.
SMILES	M. tuberculosis HTS	influenza NS1A	Salmonella PhoP GFP	inhibitors of VEEV	tuberculosis growth	others
O=C(O)CCCn1cc(NC(=O)COc2ccc([N+](=O)[O-])cc2)cn1	-3%	-9%	3%	2.9%	-7%
O=C1NC[C@@H](Cc2ccc(O)cc2)N(CCc2cccc3ccccc23)C1=O	-6%	-5%	-4%	0.5%	22%
O=c1[nH]c(/C=C/c2ccc(Cl)cc2Cl)c([N+](=O)[O-])c(=O)[nH]1	-9%	-6%	-2%	0.8%	62%
COc1ccc(C2/C=C\CN(C(=O)C3CC3)CC(=O)N2Cc2ccc(F)cc2)cc1 (stereo not drawn)	-2%	0%	-6%	1.1%	-4%
CC(=O)Nc1ccc(S(=O)(=O)Oc2ccc3c(c2)C(C)=CC(C)(C)N3)cc1	-4%	·	-5%	·	38%
CCn1ccnc1CN(C)C(=O)c1cc(COc2ccccc2SC)on1	-2%	-7%	2%	2.2%	8%
CC(=O)Nc1ccc(NC(=O)C2CCCN2S(=O)(=O)c2cccc3nsnc23)cc1 (stereo not drawn)	-5%	-3%	8%	1.8%	-1%
N/C(=N\O)c1ccc(NC(=O)c2ccc(Br)o2)cc1	-6%	6%	-9%	5.2%	9%
COc1cc2c(cc1NC(=O)/C=C/c1cc(OC)c(OC)c(OC)c1)oc1ccccc12	-6%	5%	-10%	9.3%	6%
CCc1nnc2c(N(C)S(=O)(=O)c3ccc(C)cc3)nc3ccccc3n12	2%	-5%	5%	1.7%	-6%
O=C(CN1CCC(C(O)(c2ccccc2)c2ccccc2)CC1)Nc1cc(Cl)ccc1Cl	54%	-2%	-20%	i	43%
O=C(N/N=C/c1ccc([N+](=O)[O-])cc1)c1ccc(COc2ccccc2-c2ccccc2)cc1	18%	-2%	-4%	4.3%	-10%
CCOP(=O)(OCC)C(Nc1ccccc1)c1ccccc1C(F)(F)F (stereo not drawn)	-3%	2%	7%	0.7%	-2%
COC(=O)C1CCN(C(=O)c2cc(OC)c(OC)c(OC)c2)CC1	1%	2%	-13%	0.7%	-19%

Filtered by structure: those above containing an aryl methoxy group
SMILES	M. tuberculosis HTS	influenza NS1A	Salmonella PhoP GFP	inhibitors of VEEV	tuberculosis growth	others
CCC(C)NC(=O)c1cc(OC)c(OC)c(OC)c1 (stereo not drawn)	4%	1%	-13%	0.6%	14%
COc1ccc(NC(=O)CSc2ccc3c(c2)OCCO3)cc1S(N)(=O)=O	-7%	3%	·	0.3%	9%
COc1ccc(C(CNC(=O)c2ccc3c(c2)C(=O)N(CCC(C)C)C3=O)N2CCOCC2)cc1 (stereo not drawn)	-9%	10%	-8%&-5%	0.3%	11%
COc1ccc(CNC(=O)COC(=O)c2c[nH]c(=O)[nH]c2=O)cc1OC	-9%	7%	-1%	1.2%	-6%	inhibitors of VEEV 10K pilot screen=0.4
COc1cccc2c1Oc1ncccc1N(C(=O)CCC(=O)NCc1ccc(F)cc1)C2	-9%	8%	0%	0.6%	-3%
COc1ccccc1OCC(=O)NNC(=O)Nc1ccc(Cl)cc1	-1%	5%	-3%	7.9%	-9%
COc1ccc(NC(=O)CN(C)C(=O)CNC(=O)c2ccc3ccccc3c2)cc1	·	-1%	·	1.4%	·
C/C=C/C(=O)OCC(=O)Nc1cc(OC)c([N+](=O)[O-])cc1C	-8%	1%	4%	1.5%	-8%
COc1cccc(-n2nc(-c3ccnn3-c3ccccc3)c(=O)n(C)c2=O)c1	9%	-30%	13%	6.9%	-2%
COc1ccc(N(CC(=O)Nc2cc(OC)ccc2OC)S(C)(=O)=O)cc1	7%	-2%	0%	6.1%	8%
COc1ccc(S(=O)(=O)Nc2cccc(N(C)S(C)(=O)=O)c2)cc1C	0%	5%	3%	0.6%	9%
COc1ccc(OC)c(NC(=O)COC(=O)/C=C/c2ccco2)c1	16%	1%	·	1.6%	63%
COc1cccc(NC(=O)CSc2nncn2-c2ccccn2)c1	-2%	-2%	30%	2.4%	11%
COc1ccc(C2/C=C\CN(C(=O)C3CC3)CC(=O)N2Cc2ccc(F)cc2)cc1 (stereo not drawn)	-2%	0%	-6%	1.1%	-4%
COc1cc2c(cc1NC(=O)/C=C/c1cc(OC)c(OC)c(OC)c1)oc1ccccc12	-6%	5%	-10%	9.3%	6%
COC(=O)C1CCN(C(=O)c2cc(OC)c(OC)c(OC)c2)CC1	1%	2%	-13%	0.7%	-19%

Screens as filed in PubChem BioAssay.
